AmpC inh no detg = qHTS Inhibitors of AmpC Beta-Lactamase (assay without detergent); P00811; AmpC nitrocefin hydrolysis, absorbance 480 nm, 0.0001% Triton; Potency, µM (series often up to 57.1 µM), for the others: top-dose activity change, negative = inhibition, hits mostly inhibitors; 330,000 compounds, 0.52% hits; AID 485341, 2010;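 note: potency is the fitted concentration of half-maximal effect; plate controls were no compound for no effect and no enzyme for full effect; nearly all actives have a fitted effect of over 20% in size; some results filed as inactive show a strong effect at the top dose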
Target sequence (P00811 whole entry, looked up): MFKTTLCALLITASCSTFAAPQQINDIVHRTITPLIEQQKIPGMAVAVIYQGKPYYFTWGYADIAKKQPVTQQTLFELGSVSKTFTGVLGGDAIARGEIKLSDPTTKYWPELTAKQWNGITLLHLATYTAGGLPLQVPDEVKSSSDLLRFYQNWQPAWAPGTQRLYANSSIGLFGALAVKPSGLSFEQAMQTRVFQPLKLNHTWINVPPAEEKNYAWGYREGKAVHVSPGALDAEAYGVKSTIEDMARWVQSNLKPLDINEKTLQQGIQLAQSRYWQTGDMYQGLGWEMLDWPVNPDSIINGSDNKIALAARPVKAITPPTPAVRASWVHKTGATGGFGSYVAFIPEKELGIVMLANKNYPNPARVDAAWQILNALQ
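AmpC (5.3 nM in the dispensed reagent) in 20 mM phosphate pH 7.0 with 0.01% (detergent screen) or 0.0001% Triton X-100 was preincubated with compounds for 15 min at room temperature. Nitrocefin was then added from an 800 uM solution, and hydrolysis was followed at 480 nm.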
HCV inhibitor = qHTS Assay for Inhibitors of Hepatitis C Virus (HCV); Huh7.5.1 HCVcc-Cre infection, luciferase reporter, 44 h; 340,000 compounds, 3.4% hits; AID 651820, 2012; Potency, µM (doses to about 41.8 µM), inactives show at the highest dose activity change, negative = inhibition, usual class: inhibitors; note: potency is the fitted concentration of half-maximal effect
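A cell-based infection assay in which seeded cells (1,000 per well) receive test compound after 4 h, are inoculated with HCVcc-Cre at approximately 0.5 moi, and are incubated 44 h before luminescence detection.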
AMA1-RON2 inh = qHTS for Inhibitors of AMA1-RON; Towards Development of Antimalarial Drug Lead: Primary Screen; Plasmodium falciparum AMA1 (3D7) - RON2 peptide interaction; AlphaScreen AMA1-biotinylated RON2 peptide binding; Potency, µM (top dose mostly 58.2 µM), without a hit: top-dose activity change, negative = inhibition, actives largely listed as inhibitors; 360,000 compounds, 0.2% hits; AID 720542, 2013;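 note: potency is the fitted concentration of half-maximal effect; 0% = vehicle wells and -100% = peptide control; nearly all actives have a fitted effect of over 45% in size; some results filed as inactive show a strong effect at the top dose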
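AMA1 (3D7) with his tag at 25 nM final met compounds first, then biotinylated RON2 peptide at 25 nM; detection used donor plus acceptor beads, 10 µg/mL apiece, read by AlphaScreen after 30 min at room temperature.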
LmPK inh = qHTS Assay for Inhibitors of Leishmania Mexicana Pyruvate Kinase (LmPK); purified LmPK, Kinase-Glo ATP luminescence, 1 h; 290,000 compounds, 0.37% hits; AID 1721, 2009; Potency, µM (titrated, usually from 57.5 µM), without a hit: top-dose activity change, negative = inhibition, actives largely listed as inhibitors; note: potency is the fitted concentration of half-maximal effect
Target sequence (Q27686 whole entry, looked up): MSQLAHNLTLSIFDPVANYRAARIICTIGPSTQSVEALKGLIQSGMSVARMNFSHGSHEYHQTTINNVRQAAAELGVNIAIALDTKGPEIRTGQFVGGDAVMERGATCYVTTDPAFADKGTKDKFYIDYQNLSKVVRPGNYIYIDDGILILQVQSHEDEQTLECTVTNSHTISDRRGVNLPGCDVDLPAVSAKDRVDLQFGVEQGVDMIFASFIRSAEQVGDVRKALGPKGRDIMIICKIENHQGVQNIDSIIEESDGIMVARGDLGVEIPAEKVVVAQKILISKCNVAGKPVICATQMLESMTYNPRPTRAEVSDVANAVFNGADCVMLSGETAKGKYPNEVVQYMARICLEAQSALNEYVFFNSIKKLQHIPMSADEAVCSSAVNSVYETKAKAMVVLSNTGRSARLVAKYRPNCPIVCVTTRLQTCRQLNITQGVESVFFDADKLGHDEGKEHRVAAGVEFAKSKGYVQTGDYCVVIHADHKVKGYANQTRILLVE
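Purified LmPK (0.1 nM) with 0.5 mM PEP and 0.1 mM ADP in imidazole buffer pH 7.2 with MgCl2/KCl, 1 h at room temperature. ATP formed was read by luciferase luminescence and normalized to no-enzyme and uninhibited controls.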
TbPYK inhibitor = qHTS of Trypanosoma Brucei Inhibitors. Potency, µM (series often up to 76.8 µM), inactives show at the top dose activity, negative = inhibition, most hits filed as inhibitors. pyruvate kinase (Trypanosoma brucei), Q57TT1. TbPYK enzyme, Kinase-Glo Plus ATP luminescence, 45 min. 410,000 compounds, 0.12% hits; note: potency is the fitted concentration of half-maximal effect; nearly all actives have a fitted effect of over 50% in size
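Readout: single end-point luminescence (Kinase-Glo Plus, 10 min). Reaction conditions were TbPYK/substrate plus 130 uM ADP, 45 min at RT, pH 7.2 TEA buffer. No-enzyme wells served as controls, and data were normalized before concentration-response fitting.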
HCMV inh = qHTS Assay for inhibitors of the human cytomegalovirus (HCMV) | 410,000 compounds, 4.5% hits | activity change, negative = inhibition, % at 57.5 µM | HFF cells, HCMV-luciferase reporter, 72 h; stronger effect = lower value; in the data active = activity change below about -60%; inconclusive = no clear call, values can overlap the other calls; inactive = above about -39%
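HFF cells seeded 16 h at 37C, treated with compounds, infected with luciferase-reporter HCMV at MOI 1 PFU/cell; luciferase read at 72 h post infection, normalized to buffer-only and Salinomycin controls.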
AmpC inh detg = qHTS Inhibitors of AmpC Beta-Lactamase (assay with detergent). P00811. AmpC hydrolysis of nitrocefin, absorbance 480 nm, 0.01% Triton. Potency, µM (doses to about 114 µM), for the others: at the highest dose activity change, negative = inhibition, hits mostly inhibitors. 370,000 compounds, 0.041% hits;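 note: potency is the fitted concentration of half-maximal effect; 0% = no-compound wells and -100% = no-enzyme wells; nearly all actives have a fitted effect of over 25% in size; some results filed as inactive show a strong effect at the top dose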
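AmpC (5.3 nM in the dispensed reagent) in 20 mM phosphate pH 7.0 with 0.01% (detergent screen) or 0.0001% Triton X-100 was preincubated with compounds for 15 min at room temperature. Nitrocefin was then added from an 800 uM solution, and hydrolysis was followed at 480 nm.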
An asterisk follows results filed as active; ? = inconclusive; · = no result given; + = active, no number; & = joins results of further samples; [ ] = another dose, or the depositor's remark. Unless noted, calls come from the whole dose curve; as a rule, active = well fitted curve in the direction sought with a large enough effect; inconclusive = small, poorly fitted or top-dose-only effect, or another doubt; inactive = no such curve, though single readings can be large; an effect the other way counts as inactive or inconclusive. Unless noted, % is set by controls: 0 for no effect and ±100 for the full control effect.

canonical_smiles	HCMV inh	HCV inhibitor	LmPK inh	TbPYK inhibitor	AMA1-RON2 inh	AmpC inh no detg	AmpC inh detg
Cc1onc(-c2ccccc2Cl)c1C(=O)OCC(=O)N1CCN(c2ccccc2)CC1	-38	?	·	12%	6%	15%	-15%
CCNC(=O)COC(=O)c1[nH]c(C)c(C(=O)OC)c1C	49	-8%	-2%	-2%	4%	-11%	?
CCOC(=O)C(C)(C)Sc1ncnc2nc[nH]c12	-14	0%	-1%	2%	0%	-17%	-10%
CSc1ccc(-c2nnn(Cc3ccc(Br)cc3)n2)cc1	-34	-6%	0%	-12%	27%	-3%	?
Cc1cc(-n2c(C)nc3ccccc3c2=O)ccc1NC(=O)c1cccc([N+](=O)[O-])c1	-16	·	·	0%	·	·	0%
CCOC(=O)c1c(C)[nH]c(C)c1S(=O)(=O)N1CCCC(C(=O)Nc2ccc(OC)c(Cl)c2)C1 (stereo not drawn)	-7	·	·	4%	·	·	4%
O=C(NCCCc1ccccc1)c1cccc([N+](=O)[O-])c1	-20	14%	2%	-5%	-7%	-8%	?
CCCCOc1ccc2c(c1)C(=O)c1cc(O)ccc1-2	-24	?	3%	2%	-24%	-5%	1%
CN1C=CC=C/C1=C1\SC(=S)N(Cc2ccccc2)C1=O	-21	4%	-3%	-3%	-10%	-3%	4%
CCOc1ccc(NC(=O)CN2C(=O)CSc3ccc(S(=O)(=O)N4CCCC4)cc32)cc1	+	?	7%	-6%	-3%	-29%	0%
C=CCn1c(=O)c(C=Nc2c(OC)cccc2[N+](=O)[O-])c(O)n(CCCC)c1=O	32	7%	1%	0%	-13%	-20%	4%
O=C1CC(Nc2ccccc2)C(=O)N1CCc1ccccc1 (stereo not drawn)	-6	-3%	7%	3%	-9%	-18%	?

Next part, starting with the last 3 of the part before.
canonical_smiles	HCMV inh	HCV inhibitor	LmPK inh	TbPYK inhibitor	AMA1-RON2 inh	AmpC inh no detg	AmpC inh detg
CCOc1ccc(NC(=O)CN2C(=O)CSc3ccc(S(=O)(=O)N4CCCC4)cc32)cc1	+	?	7%	-6%	-3%	-29%	0%
C=CCn1c(=O)c(C=Nc2c(OC)cccc2[N+](=O)[O-])c(O)n(CCCC)c1=O	32	7%	1%	0%	-13%	-20%	4%
O=C1CC(Nc2ccccc2)C(=O)N1CCc1ccccc1 (stereo not drawn)	-6	-3%	7%	3%	-9%	-18%	?
CC(C)(Sc1cc(C(C)(C)C)c(O)c(C(C)(C)C)c1)Sc1cc(C(C)(C)C)c(O)c(C(C)(C)C)c1	108	-11%[8.37 µM]	3%	-2%	6%	?	-5%
COc1ccc(CCNC(=O)CCc2c(C)nc3c(c(C)nn3-c3ccccc3)c2C)c(OC)c1	1	·	·	-1%	·	·	24%
C(=N\n1cnnc1)/c1ccccc1OCCOc1ccccc1	19	-24%	2%	3%	2%	-12%	?
Cc1cc(C)c2oc(C(=O)Nc3ccc(S(=O)(=O)N4CCC(C)CC4)cc3)cc(=O)c2c1	-14&-39	-6%	1%	-5%&2%	5%	-21%	3%&-3%
O=C(CCNC(=O)Cn1ccc2ccccc2c1=O)NCC1CCCC1c1ccccc1 (stereo not drawn)	?	7%	-7%	-16%	7%	-2%	10%
CCN(CC)C(=O)C(=O)N/N=C/c1cccs1	-10	0%	-2%	-11%	1%	-5%	?
COc1cccc(C2/C(=C(\O)c3ccc4c(c3)OCCO4)C(=O)C(=O)N2CCCN2CCOCC2)c1OC (stereo not drawn)	·	16%	4%	0%	-6%	0%	1%
Cc1ccc(-c2[nH]nc3c2C(c2ccccc2OC(=O)N2CCOCC2)C(C#N)=C(N)O3)cc1 (stereo not drawn)	0	·	-2%	1%	7%	-18%	3%
CC(=O)c1ccc(NC(=O)CSc2nnc(Cc3cccn3C)n2-c2ccc(F)cc2)cc1	-2	-27%	15%	-2%	-1%	74%[activator]	?
O=C(Nc1cc(Cl)ccc1O)c1cc(-c2ccco2)on1	27	-7%	-2%	-1%	5%	-38%	-6%
COc1cc(OC)cc(-c2c(C#Cc3ccsc3)c3cc(-c4ccc(OC)c(F)c4)ccc3n2C)c1	19	0%	·	0%	13%	-12%	·
COc1ccc(CN2CCN(C(=O)c3ccc(S(=O)(=O)NCc4ccco4)cc3)CC2)cc1	-83*	?	·	5%	-18%	72%[activator]	0%

Next section
canonical_smiles	HCMV inh	HCV inhibitor	LmPK inh	TbPYK inhibitor	AMA1-RON2 inh	AmpC inh no detg	AmpC inh detg
COc1ccc(N2CCN(CCCNC(=O)c3cnn(-c4ccc(F)cc4)c3-n3cccc3)CC2)cc1	-17	·	·	-9%	·	·	-5%
O=C(NCCN1C(=O)S/C(=C\c2cccnc2)C1=O)c1cccc(OC(F)F)c1	-25	2%	-3%	-2%	3%[11.6 µM]	-22%	?
CCCCCCCCCC1NC(C(=O)O)Cc2c1[nH]c1ccccc21 (stereo not drawn)	-15	·	·	4%	125%[activator]	·	·
CCOC(=O)c1c(NC(=S)NCCc2ccccc2)sc2c1CC(C(C)C)OC2 (stereo not drawn)	-2	?	3%	4%	34%[activator]	-30%	-3%
CCN1CCN(CC(O)COc2ccc(Cl)cc2)CC1 (stereo not drawn)	-23	21%	1%	-19%	-3%	-14%	7%
Clc1ccc(-c2nc(Cc3ccccc3Cl)no2)cc1	105	-8%	-3%	-5%	12%	-16%	-9%
COc1ccc(NC(=O)/C(C#N)=C/c2ccc(Sc3nncn3C)c([N+](=O)[O-])c2)cc1	28	13%	4%	-3%	0%	19%[2.29 µM]	?
Cc1cccc(NC(=O)CSc2nc3ccccc3nc2N2CCOCC2)c1C	12	·	·	-2%	·	·	26%
COC(=O)c1nc(N)sc1-c1ccc(OC)cc1	243	9%	-5%	0%	19%	-14%	1%
COc1ccc(N(CC(=O)NCCc2ccccc2)C(=O)CCC(=O)Nc2nccs2)cc1	-1	1%	9%	0%	1%	-8%	-13%
CCc1ccc(C(=O)c2cn(CC(=O)Nc3ccc(F)cc3)c3ccc(OC)cc3c2=O)cc1	-71*	·	·	-1%	·	·	12%
Cc1cccc(N2CCN(C(=O)c3cnn4c(C(F)F)cc(-c5ccccc5)nc34)CC2)c1C	?	18%	1%	2%	-5%	-3%	?

New compounds follow.
canonical_smiles	HCMV inh	HCV inhibitor	LmPK inh	TbPYK inhibitor	AMA1-RON2 inh	AmpC inh no detg	AmpC inh detg
COc1cc2c3c(c1)C(C)CC(C)(C)N3C(=O)C2=O (stereo not drawn)	-9	21%	0%	-1%	?	-11%	-11%
CCOC(=O)C1CCCN(c2nc3ccccc3nc2C(C#N)C(=O)OC(C)C)C1 (stereo not drawn)	-18	11%	3%	-6%	10%	-17%	0%
CCN(CC)CCCN(Cc1cc2cc(OC)c(OC)cc2[nH]c1=O)C(=O)Nc1ccccc1	-11	0%	1%	-18%	1%	2%	3%
CCCn1c(SCC(=O)Nc2cc(C)on2)n[nH]c1=O	0	14%	·	0%	-3%	-28%	·
NC1=NC(=O)C2(COC(c3cccc([N+](=O)[O-])c3)OC2)S1 (stereo not drawn)	-17	6%	0%	3%	-2%	-15%[11.4 µM]	-13%
COc1ccc(-c2nc(N)nc(C(F)(F)F)c2-c2ccccc2OC)c(O)c1	-18	?	5%	-6%	5%	-10%	-10%
CC(=O)c1ccc(NC(=O)COc2ccc3c(c2)OCO3)cc1	-8	1%	-2%	1%	-14%	-23%	4%
COc1ccc(N2CCN(C(=O)C3CCN(S(=O)(=O)c4cccc5nonc45)CC3)CC2)cc1	-18	·	·	-1%	·	·	1%
CCOC(=O)c1ccc(S(=O)(=O)NNC(=O)COc2cccc(C)c2)cc1	-27	8%	2%	2%	4%	-12%	-4%
Cc1ccc(CNC(=O)CCc2nnc3n(C)c(=O)c4sccc4n23)cc1	-9	·	·	-1%	·	·	-4%
COC(=O)C(O)(c1ccc(N(C)C(=O)c2ccc(Cl)c(Cl)c2)cc1)C(F)(F)F (stereo not drawn)	80	7%	1%	0%	18%	-8%	-6%
COc1ccc(NC(=O)COc2ccc(C(=O)OCC(=O)N(C(C)C)C(C)C)cc2OC)cc1	4	-1%	8%	2%	0%	119%[activator]	2%

Next entries follow:
canonical_smiles	HCMV inh	HCV inhibitor	LmPK inh	TbPYK inhibitor	AMA1-RON2 inh	AmpC inh no detg	AmpC inh detg
COc1ccccc1NC(=O)Nc1nc(CC(=O)NCc2cccnc2)cs1	4	-18%	·	-1%	-9%	4%	2%
CCOc1cc(N2C(=O)CC3CS(=O)(=O)CC32)c(OCC)cc1NC(=O)c1ccccc1 (stereo not drawn)	19	16%&10%	-8%	?	-2%	34%	-6%
O=C1CC(C(=O)Nc2cccc(F)c2)n2c(nc3ccccc32)N1 (stereo not drawn)	0	?	-1%	-2%	-18%	-31%	0%
CCCOC(=O)c1c(-c2ccc(OC)cc2)oc2ccc(-c3ccc(OC)nc3)cc12	-16	-2%	5%	-2%	35%[activator]	-33%	-15%
CC(=O)N1CCc2cc(CNS(=O)(=O)c3ccc(Cl)s3)ccc21	27	·	·	0%	·	·	-7%
Cc1ccc(NC(=O)CN(C)S(=O)(=O)c2ccc3nc(C)sc3c2)c(C)c1	?	·	·	1%	·	·	18%
O=C1C[C@H]2CCCCC(=O)N3CC[C@@H](C1)[C@@H]23	23	46%[activator]	·	-6%	12%	-11%	·
COc1ccccc1Cn1c(C2CC(=O)N(c3ccccc3OC)C2)nc2ccccc21 (stereo not drawn)	-11	·	·	23%	·	·	0%
O=C(CSc1ccccc1C(=O)O)NCc1ccco1	25	-11%	2%	4%	0%	-9%	-11%
O=C(c1ccccc1)N1CCN(c2nc3ccc([N+](=O)[O-])cc3s2)CC1	-67*	?	6%	-9%	-1%	-4%	-3%
COc1ccccc1/C=C(/CC(=O)NCc1ccc2c(c1)OCO2)c1nc2ccccc2s1	45	-22%	1%	1%	-23%	-45%	-6%
COc1ccc(/C=N/Nc2ncnc3c2[nH]c2ccccc23)c(OC)c1OC	62	-15%	1%	-9%	0%	-8%	-6%

Bioassay records: PubChem BioAssay, National Center for Advancing Translational Sciences (NCATS)
